Source: PubChem (Broad Institute)
U2OS ROS induce = ROS inducers in U2OS cancer cells, primary screen, cell-based, H2DCF-DA fluorescence; U2OS ROS induction; ROS induction (% of piperlongumine), % at 10 µM; actives 2% (n = 46,000); in the data active = ROS induction above about 79%, passing the limit was not always enough; inconclusive = no clear call, values can overlap the other calls;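 note: 0% = DMSO vehicle median and 100% = reference compound median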
The depositor's hits bear a star; ? = inconclusive. This is a subset; count on the stated rates, not on these rows.

nr	compound	U2OS ROS induce
1	Cn1nc(C(=O)O)c2ccccc2c1=O	-2
2	O=C1N(C2CCCCC2)C(=NC2CCCCC2)SC12CC2	-3
3	COc1ccccc1OCC(=O)Nc1cccc(-c2nc3ccccc3s2)c1	-3
4	O=c1c2ccccc2nc(SCc2ccccc2F)n1CCc1ccccc1	5
5	CCOc1ccccc1C(=O)N1CCN(C(c2ccccc2)c2ccccc2)CC1	0
6	C[C@H]1CN([C@@H](C)CO)C(=O)c2cc(NS(=O)(=O)c3cn(C)cn3)ccc2O[C@H]1CN(C)C(=O)NC1CCCCC1	-20
7	C=CCSc1nnc(NC(=O)c2nc(SCC)ncc2Cl)s1	-3
8	CC(C)OC(=O)N(C)C[C@H]1OCc2cnnn2CCCC(=O)N([C@H](C)CO)C[C@H]1C	6
9	COc1ccc(CCNC(=O)c2cc3ccccc3c(=O)o2)cc1OC	20
10	C[C@@H]1CN([C@H](C)CO)C(=O)c2cc(NC(=O)Nc3ccc(F)cc3)ccc2O[C@@H]1CN(C)Cc1ccc(Cl)c(Cl)c1	-2
11	Cc1ccccc1OCC(=O)Nc1cc(-c2nc3ccccc3s2)ccc1Cl	4
12	O=c1oc2cc(O)ccc2cc1-c1cccc(Br)c1	26
13	COc1ccc(CN(C)C[C@H]2OCCCC[C@@H](C)Oc3ccc(NC(=O)Nc4ccc(F)cc4)cc3C(=O)N([C@H](C)CO)C[C@@H]2C)cc1	35
14	CC(C)(C)C(=O)CSc1nc2c(sc(=S)n2CCc2ccccc2)c(=O)n1Cc1ccco1	?
15	CCCN1CC=C2C(C#N)=C(N)C(C#N)(C#N)C3(C(=O)Nc4ccccc43)C2C1 (configuration not stated)	38
16	C[C@H]1CN([C@@H](C)CO)C(=O)Cc2cc(NC(=O)Cc3ccccc3)ccc2O[C@@H]1CN(C)S(=O)(=O)c1ccccc1	2
17	CCOC(=O)N1CCN(C(=O)c2ccc3nc(-c4ccccc4)c(-c4ccccc4)nc3c2)CC1	0
18	CC(C)NC(=O)N(C)C[C@H]1Oc2ccc(NC(=O)Nc3ccc4c(c3)OCO4)cc2CC(=O)N([C@@H](C)CO)C[C@@H]1C	-6
19	C=CCN1C(=O)c2ccccc2Sc2ccc(C(=O)NCC(OC)OC)cc21	-1
20	Cc1cc(C)c2cc(C(=O)N3CCC(Cc4ccccc4)CC3)[nH]c2c1	1
21	CC(C)NC(=O)N(C)C[C@@H]1Oc2ccc(NC(=O)CCCCCC(=O)Nc3ccccc3N)cc2C(=O)N([C@@H](C)CO)C[C@@H]1C	2
22	Cc1ccc(S(=O)(=O)NCCCO)cc1C(=O)O	-3
23	C[C@@H]1CN([C@@H](C)CO)C(=O)c2cccc(NC(=O)c3cnccn3)c2O[C@H]1CN(C)S(=O)(=O)c1ccc(Cl)cc1	-4
24	C[C@H]1CN([C@@H](C)CO)C(=O)c2cc(NS(=O)(=O)c3cn(C)cn3)ccc2O[C@H]1CN(C)Cc1ccc2c(c1)OCO2	-17
25	Cc1cc(C)c(S(=O)(=O)N(CC(=O)O)C2CCCCC2)c(C)c1	6

Screen by screen, from the results shown:
U2OS ROS induce, compounds 3–6 → -3, 5, 0, -20

Remaining list, next part:
nr	compound	U2OS ROS induce
26	COc1cccc(C(=O)Nc2cccc(OCC(=O)O)c2)c1	-21
27	CC(Oc1ccc(Cl)cc1Cl)C(=O)Nc1cccc(-c2nnc(-c3ccccc3)o2)c1 (configuration not stated)	15
28	CSc1ccccc1-n1nnnc1SCC(=O)Nc1ccccc1C	1
29	Cc1noc(C)c1S(=O)(=O)Nc1cccc2c1O[C@H](CN(C)C(=O)Nc1ccc(F)cc1)[C@H](C)CN([C@@H](C)CO)C2=O	3
30	COc1cc(OC)cc(-c2nnc(SCC(=O)Nc3ccc(Cl)cc3C)n2-c2ccccc2)c1	34
31	COc1ccc(CN(C)C[C@@H]2Oc3ccc(NC(=O)Nc4ccc(C(F)(F)F)cc4)cc3CC(=O)N([C@H](C)CO)C[C@H]2C)cc1	-8
32	C[C@@H]1CN([C@H](C)CO)C(=O)c2cc(NS(=O)(=O)c3cccs3)ccc2O[C@@H]1CN(C)C(=O)NC1CCCCC1	1
33	C[C@H]1CN([C@@H](C)CO)C(=O)c2cc(NC(=O)Cc3ccccc3)ccc2O[C@@H]1CN(C)S(=O)(=O)c1cn(C)cn1	-10
34	Cc1ccc2nc(Nc3nc(CSc4nc5ccccc5s4)cc(=O)[nH]3)nc(C)c2c1	166*
35	N=c1n(CCO)c2ccccc2n1Cc1ccc(Cl)cc1	-5
36	C[C@H]1CN([C@@H](C)CO)C(=O)c2cccc(NC(=O)c3ccncc3)c2O[C@H]1CN(C)C(=O)Nc1ccc(C(F)(F)F)cc1	8
37	C[C@@H]1CN([C@H](C)CO)C(=O)c2cccc(NC(=O)c3ccncc3)c2O[C@@H]1CN(C)Cc1ccc(-c2ccccc2)cc1	12
38	C=C1C(=O)O[C@@H]2/C=C(/C)[C@H](O)CC(=O)[C@](C)(O)C[C@@H](OC(=O)/C(C)=C/C)[C@@H]12	64
39	COc1cc2c(cc1OC)C(C)N(S(=O)(=O)c1ccc3[nH]c(=O)ccc3c1)CC2 (configuration not stated)	3
40	CCOC(=O)c1c(C)c(C#N)c(/N=C/N(C)C)n1-c1ccc(Cl)cc1Cl	42
41	CCOC(=O)c1cnc2c(C(F)(F)F)cccc2c1N1CCN(C)CC1	50
42	COC(=O)c1ccc(NC(=O)N2CCOc3ccc(C)cc32)cc1	-14
43	O=C(O)CCc1nn2c3ccccc3n(CCN3CCCCC3)c2nc1=O	-6
44	CC12CN3CC(C)(CN(C1)C3c1ccc(O)cc1O)C2=O (configuration not stated)	-3
45	C[C@H](CO)N1C[C@H](C)[C@@H](CN(C)C)Oc2c(NS(=O)(=O)c3ccc(Cl)cc3)cccc2C1=O	-8
46	O=C1OC(c2ccccc2)=N/C1=C\c1ccccc1C(F)(F)F	14
47	C[C@@H]1CN([C@H](C)CO)C(=O)c2cccc(NC(=O)C3CC3)c2O[C@@H]1CN(C)CC1CCCCC1	41
48	C[C@@H]1CN([C@H](C)CO)C(=O)c2cc(NS(=O)(=O)c3ccc(F)cc3)ccc2O[C@H]1CN(C)S(=O)(=O)c1ccc(F)cc1	2
49	C[C@H](CO)N1C[C@H](C)[C@H](CN(C)Cc2ccccc2)Oc2ccc(NC(=O)Nc3ccccc3)cc2CC1=O	14
50	OC(COCc1ccccc1)Cn1c2ccccc2c2ccccc21 (configuration not stated)	25

Three successive compounds out of the list so far:
nr	compound	U2OS ROS induce
16	C[C@H]1CN([C@@H](C)CO)C(=O)Cc2cc(NC(=O)Cc3ccccc3)ccc2O[C@@H]1CN(C)S(=O)(=O)c1ccccc1	2
17	CCOC(=O)N1CCN(C(=O)c2ccc3nc(-c4ccccc4)c(-c4ccccc4)nc3c2)CC1	0
18	CC(C)NC(=O)N(C)C[C@H]1Oc2ccc(NC(=O)Nc3ccc4c(c3)OCO4)cc2CC(=O)N([C@@H](C)CO)C[C@@H]1C	-6

Later entries
nr	compound	U2OS ROS induce
51	COCCOC(=O)N1C(=O)[C@@]2(c3cc(C#CCC(C(=O)OC)C(=O)OC)ccc31)[C@H](C(=O)N1CCc3cc(OC)c(OC)cc3C1)[C@H]1C(=O)O[C@H](c3ccccc3)[C@H](c3ccccc3)N1[C@@H]2c1ccc(O)cc1	1
52	COc1ccc(S(=O)(=O)N(C)C[C@@H]2Oc3c(NC(=O)Nc4ccc(C(F)(F)F)cc4)cccc3C(=O)N([C@@H](C)CO)C[C@H]2C)cc1	-1
53	O=C(Cn1nc(-c2ccccc2)ccc1=O)NCCCN1CCCC1	-9
54	C[C@@H]1CN([C@@H](C)CO)C(=O)c2cccc(NS(=O)(=O)c3cccs3)c2O[C@@H]1CN(C)C(=O)NC1CCCCC1	-9
55	Cc1noc(C)c1NC(=O)Nc1cccc2c1O[C@@H](CN(C)Cc1ccc(Oc3ccccc3)cc1)[C@H](C)CN([C@@H](C)CO)C2=O	15
56	C[C@@H]1CN([C@H](C)CO)C(=O)c2cc(NC(=O)Nc3ccccc3)ccc2O[C@@H]1CN(C)S(=O)(=O)c1ccccc1	-12
57	COc1ccc(NC(=O)Nc2ccc3c(c2)C(=O)N([C@H](C)CO)C[C@H](C)[C@@H](CN(C)Cc2ccc(Oc4ccccc4)cc2)O3)cc1	-10
58	C[C@@H]1CN([C@@H](C)CO)C(=O)c2cc(NC(=O)Nc3ccc(C(F)(F)F)cc3)ccc2O[C@@H]1CN(C)C(=O)Nc1ccc2c(c1)OCO2	50
59	C[C@@H]1CCCCO[C@@H](CN(C)S(=O)(=O)c2ccccc2)[C@@H](C)CN([C@H](C)CO)C(=O)c2cc(NC(=O)Nc3ccc(C(F)(F)F)cc3)ccc2O1	183*
60	C[C@@H]1CN([C@H](C)CO)C(=O)Cc2cc(NS(C)(=O)=O)ccc2O[C@H]1CN(C)C	-9
61	COc1ccc(/C=C/C(=O)c2cc(O)ccc2O)cc1	6
62	C[C@H]1CN([C@@H](C)CO)C(=O)c2cccc(NC(=O)C3CCCCC3)c2O[C@H]1CN(C)C(=O)Nc1ccc(F)cc1	-4
63	Cc1cccc(S(=O)(=O)N(C)C[C@@H]2OCc3cn(nn3)CCCC(=O)N([C@H](C)CO)C[C@H]2C)c1	28
64	C[C@H](CO)N1C[C@H](C)[C@H](CN(C)Cc2ccccc2)Oc2c(NC(=O)Nc3ccc(F)cc3)cccc2C1=O	6
65	C[C@@H]1CN([C@@H](C)CO)C(=O)c2cccc(NC(=O)NC3CCCCC3)c2O[C@H]1CN(C)S(=O)(=O)c1ccc(Cl)cc1	-6
66	CC(=O)c1cccc(NC(=O)CN(Cc2ccccc2)S(C)(=O)=O)c1	3
67	c1ccc(-c2ccc(OCCCCSc3ncccn3)cc2)cc1	25
68	CC(C)NC(=O)Nc1ccc2c(c1)CC(=O)N([C@H](C)CO)C[C@H](C)[C@H](CN(C)C(=O)Nc1ccc3c(c1)OCO3)O2	-12
69	COc1cc(-c2nnc(SCC(=O)c3ccco3)n2C)cc(OC)c1OC	10
70	C[C@@H]1CN([C@@H](C)CO)C(=O)Cc2cc(NS(=O)(=O)c3ccc(Cl)cc3)ccc2O[C@@H]1CN(C)Cc1ccc2c(c1)OCO2	18
71	O=C(Nc1ccccc1)Nc1ccc2nnsc2c1	-1
72	C[C@@H]1CN([C@H](C)CO)C(=O)CCCn2nncc2CO[C@H]1CN(C)C(=O)Nc1cccc(Oc2ccccn2)c1	13
73	C[C@@H]1CN([C@H](C)CO)C(=O)c2cccc(NS(=O)(=O)c3ccc(Cl)cc3)c2O[C@H]1CN(C)S(=O)(=O)c1ccc(Cl)cc1	73
74	O=C(O)C1C2CCC(C2)C1C(=O)c1ccccc1 (configuration not stated)	-10
75	C[C@H]1OC(=O)c2c(O)ccc(O)c2[C@H]1O	-5
76	Cc1noc(C)c1NC(=O)Nc1ccc2c(c1)C(=O)N([C@H](C)CO)C[C@H](C)[C@H](CN(C)S(=O)(=O)c1cn(C)cn1)OCCCC[C@@H](C)O2	-5
77	COc1ccccc1Nc1nc(N)nc(-c2oc3ccccc3c2C)n1	-8
78	C[C@@H]1CN([C@H](C)CO)C(=O)CCCn2cc(nn2)CO[C@@H]1CN(C)C(=O)Cc1ccccc1	12
79	C=CCn1c2ccc(Br)cc2c2nc3ccccc3nc21	3
80	COc1ccc(S(=O)(=O)N(C)C[C@H]2Oc3ccc(NS(=O)(=O)c4ccccc4)cc3C(=O)N([C@@H](C)CO)C[C@@H]2C)cc1	12
81	Cc1noc(C)c1NC(=O)N(C)C[C@H]1Oc2ccc(NS(=O)(=O)c3ccc(Cl)cc3)cc2CC(=O)N([C@@H](C)CO)C[C@@H]1C	11
82	O=C(Cn1nc(Cc2cccnc2)c2ccccc2c1=O)NCCc1ccc(Cl)cc1	-1
83	C[C@@H]1CN([C@H](C)CO)C(=O)c2cccc(NS(=O)(=O)c3cccs3)c2O[C@H]1CN(C)Cc1ccc(C(F)(F)F)cc1	-8
84	CC1OC(O[C@H]2[C@@H](O)C[C@@]3(C)C(CC[C@]4(C)C3CC=C3[C@@H]5CC(C)(C)CC[C@]5(C(=O)OC5OC(C)C(OC6OCC(OC7OCC(O)C(OC8OCC(O)C(O)C8O)C7O)C(O)C6O)C(O)C5O)CC[C@]34C)[C@]2(C)CO)C(O)C(OC2OC(CO)C(O)C(O)C2O)C1O (some centres not stated)	-17
85	C[C@H](CO)N1C[C@H](C)[C@H](CN(C)C(=O)Nc2cccc3ccccc23)Oc2ccc(NS(=O)(=O)c3ccccc3)cc2C1=O	20
86	Cc1ccc(CNC(=O)CSc2nc(NC3CCCCC3)c3ccccc3n2)cc1	12
87	C[C@@H]1CN([C@H](C)CO)C(=O)c2cccc(NS(C)(=O)=O)c2O[C@H]1CN(C)S(=O)(=O)c1ccc(F)cc1	-5
88	COc1ccc(-c2[nH]nc(SC)c2C#N)cc1	61
89	COc1ccc(NC(=O)Nc2ccc3c(c2)CC(=O)N([C@H](C)CO)C[C@H](C)[C@H](CN(C)C(=O)NC2CCCCC2)O3)cc1	8
90	CCn1c(SCC(=O)Nc2ccccc2C)nnc1-c1ccc(Br)cc1	-9
91	C[C@H]1CN([C@@H](C)CO)C(=O)c2cc(NC(=O)Nc3ccccc3)ccc2O[C@H]1CN(C)Cc1ccc(Cl)c(Cl)c1	2
92	CC(=O)c1ccc(-n2c(CCC(=O)O)ccc2-c2cccs2)cc1	-28
93	C[C@H](CO)N1C[C@H](C)[C@@H](CN(C)Cc2ccc(Oc3ccccc3)cc2)Oc2c(NC(=O)Nc3cccc4ccccc34)cccc2C1=O	-5
94	CS(=O)(=O)N1CCC(C(=O)N2CCCCC2)CC1	-11

Filtered by structure, those above with bromine
nr	compound	U2OS ROS induce
12	O=c1oc2cc(O)ccc2cc1-c1cccc(Br)c1	26
79	C=CCn1c2ccc(Br)cc2c2nc3ccccc3nc21	3
90	CCn1c(SCC(=O)Nc2ccccc2C)nnc1-c1ccc(Br)cc1	-9
